Bioassay records as filed in PubChem.
MPTP block = blocks calcium-induced mitochondrial swelling. inhibition, % at 10 µM. 1.4% of 360,000 active. isolated mouse mitochondria, Ca2+ swelling absorbance, 30 min;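 active means inhibition of 50% or more, scaled per plate between neutral and stimulator controls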;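 further: 0% = DMSO wells given calcium and 100% = 1 mM EGTA wells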
PfG6PD inh = PfG6PD (Plasmodium falciparum) enzyme inhibition; PfGluPho enzyme, NADPH resazurin-diaphorase fluorescence; inhibition, % at 20 µM; 0.78% of 350,000 active; AID 504690;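 active means inhibition reaching at least a set limit at 20 µM in the primary screen, cut at about 59% in these data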;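 further: 0% = DMSO wells with substrate and 100% = DMSO wells lacking glucose-6-phosphate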
ATG4B inhibitor = blocks human ATG4B protease cleavage of LC3 substrate; Q9Y4P1; ATG4B cleavage of LC3-PLA2, NBD-HPC fluorescence, 1 h; inhibition, % at 8.33 µM; 0.51% of 340,000 active; in the data active means inhibition above about 40%
GRIN3A LBD mod = modulators (binders) of human NR3A ligand-binding domain; 2.5% of 340,000 active; Tm shift relative to glycine control, % at 25 µM; NR3A LBD differential scanning fluorimetry, Tm shift; 0% = protein alone, 100% = glycine-bound protein; AID 1259313;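 active means melting temperature shift of at least 10% of the positive control shift, at one fixed dose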
SENP1 inh = blocks the human SENP1 SUMO protease catalytic domain. Q9P0U3. recombinant SENP1 catalytic domain, CyPet-SUMO1-YPet FRET cleavage. inhibition, % at 10 µM. 0.21% of 360,000 active;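 active means inhibition at least 30% at 10 µM, raw YFP signal under a set limit, fluorescence ratio 0.5 to 1.5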;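 further: 0% = enzyme with DMSO and 100% = no enzyme wells; some results filed as inactive read as strong as hits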
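Test system: recombinant human SENP1 catalytic domain, His6-tagged / Medium: pH 8 Tris buffer with EDTA, NaCl, BME, BSA, NP40, catalase / Also added: SUMO1 FRET substrate flanked by Cypet and Ypet, 25 nM / Times: 50 min reaction at room temperature / Signal: FRET, CFP and YFP emission / Control set: no-enzyme low control and enzyme-plus-DMSO high control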
SENP8 inh = SENP8 (human) protease inhibition. AID 602440. 0.64% of 360,000 active. recombinant SENP8, Nedd8 substrate fluorescence. inhibition, % at 20 µM. Q96LD8; in the data active means inhibition mostly above about 40%, no sharp cut-off; inactive means mostly below about 27%
SENP6 block = blocks the human protease SENP6; Q9GZR1; Recombinant SENP6 catalytic domain, aminoluciferin luminescence; inhibition, % at 10 µM; 1.8% of 330,000 active; AID 2599;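 active means inhibition above about 50% at the single tested dose, limit read from the data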;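 further: plate controls were DMSO wells with enzyme for no effect and DMSO wells lacking enzyme for full effect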
Target sequence (Q9GZR1 628-1112 limits assumed): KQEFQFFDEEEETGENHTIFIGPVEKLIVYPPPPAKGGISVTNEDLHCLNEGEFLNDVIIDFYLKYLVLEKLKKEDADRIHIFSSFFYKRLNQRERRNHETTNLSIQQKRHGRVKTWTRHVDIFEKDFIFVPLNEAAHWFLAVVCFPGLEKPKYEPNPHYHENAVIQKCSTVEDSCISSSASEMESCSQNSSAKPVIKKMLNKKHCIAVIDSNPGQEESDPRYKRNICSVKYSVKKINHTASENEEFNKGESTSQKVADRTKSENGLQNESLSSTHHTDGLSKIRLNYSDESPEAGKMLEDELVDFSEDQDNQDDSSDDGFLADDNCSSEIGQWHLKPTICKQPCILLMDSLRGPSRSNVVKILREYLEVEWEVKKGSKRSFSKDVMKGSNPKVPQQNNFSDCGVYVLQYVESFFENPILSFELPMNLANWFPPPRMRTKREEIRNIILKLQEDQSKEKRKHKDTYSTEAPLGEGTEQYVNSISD
hIAP act = increases human intestinal alkaline phosphatase activity. purified human IAP, CDP-Star luminescence, 30 min; active compounds read high; 1 = vehicle-only enzyme, 0 = enzyme-free background. P09923. activation factor at 10 µM. 0.16% of 330,000 active;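 active means activation factor of the enzyme at least 2-fold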; further: the source names both 10 and 20 µM as test concentration; values of inactives mirror those of a sister screen read the other way
Target sequence (P09923 whole entry, looked up): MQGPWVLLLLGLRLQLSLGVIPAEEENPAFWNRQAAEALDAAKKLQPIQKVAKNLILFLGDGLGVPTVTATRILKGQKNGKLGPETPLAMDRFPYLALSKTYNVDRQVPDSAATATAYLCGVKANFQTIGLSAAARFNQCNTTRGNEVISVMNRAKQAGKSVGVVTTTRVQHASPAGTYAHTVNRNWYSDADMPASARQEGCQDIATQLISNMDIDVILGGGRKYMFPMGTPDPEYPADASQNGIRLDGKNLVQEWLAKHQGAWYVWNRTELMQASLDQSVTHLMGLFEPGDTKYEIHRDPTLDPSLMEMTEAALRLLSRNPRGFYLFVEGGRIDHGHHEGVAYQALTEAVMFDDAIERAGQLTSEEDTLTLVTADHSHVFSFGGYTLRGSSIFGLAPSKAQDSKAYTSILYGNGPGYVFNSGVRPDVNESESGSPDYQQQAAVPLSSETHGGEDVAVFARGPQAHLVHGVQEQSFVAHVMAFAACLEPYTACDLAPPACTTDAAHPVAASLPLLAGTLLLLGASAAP
Active calls of the source: *; x = no result given. Not a hit list; about 6.7% have a hit in one of these screens.

SMILES | MPTP block | PfG6PD inh | ATG4B inhibitor | GRIN3A LBD mod | SENP1 inh | SENP8 inh | SENP6 block | hIAP act
CCCCC(=O)Nc1nc2c(OC)ccc(OC)c2s1 | 2.1 | -12 | -15 | 2 | 1 | -14 | 17 | 1.1
O=C(Nc1cccc(F)c1)Nc1ccccn1 | 3.0 | 15 | -5 | -31 | -12 | 3 | 58* | 0.94
Cc1ccc(N=C2c3ccccc3C(=O)C2[N+](=O)[O-])cc1C (configuration not stated) | -0.4 | -9 | 4 | -16 | 0 | 15 | -13 | 1.1
CCN(C(=O)COC(=O)c1ccc2[nH]c(C)c(C)c2c1)c1c(N)n(Cc2ccccc2)c(=O)[nH]c1=O | -0.7 | -13 | -10 | 0 | -8 | -110 | x | x
Cc1cc2c(cc1C)C(c1cccc([N+](=O)[O-])c1)CC(=O)N2 (configuration not stated) | -1.7 | -6 | 6 | -3 | 0 | 1 | -9 | 1
O=C1C(=O)N(CCS(=O)(=O)c2ccccc2)c2ccccc21 | -2.4 | 12 | -1 | 2 | 0 | 8 | 2 | 0.85
CCOC(=O)c1ccc(N2C(=O)CC(SCC(=O)Nc3ccc(S(N)(=O)=O)cc3)C2=O)cc1 (configuration not stated) | 3.2 | 12 | -3 | 1 | 1 | -5 | -6 | 1.2
Cc1cccc2cc(/C=N/NC(=O)c3ccccc3O)c(Cl)nc12 | 91* | -26 | 6 | 29* | 1 | 6 | -34 | 0.9
CCOC(=O)c1cccc(NC(=O)N[C@@H](C)C(=O)OC)c1 | 4.3 | -9 | 1 | 0 | 2 | -6 | -32 | 1.1
CC(C)C(=O)NNC(=O)c1c(O)c2ccccc2[nH]c1=O | -0.5 | -6 | -2 | -3 | 2 | -2 | -5 | 1.3
C=CCOc1ccc(C2C3=C(CCCC3=O)N(CC(=O)O)C3=C2C(=O)CCC3)cc1OCC | 0.8 | -12 | 5 | 0 | -36 | -218 | -4 | 1.2
O=C(N/N=C/c1ccc2c(c1)OCO2)c1cc2ccccc2o1 | 0.1 | -16 | -3 | 1 | 1 | -29 | -2 | 0.97
Cc1cc(=O)oc(C)c1C(=O)NCC(C)NC(=O)c1c(C)cc(=O)oc1C (configuration not stated) | -5.6 | -12 | -2 | 1 | -2 | -8 | -11 | 1
Cc1cc(C)n(S(=O)(=O)c2cccc(Cl)c2Cl)n1 | -0.3 | 19 | -11 | -1 | 2 | 8 | -25 | 1
CC1=C(C#N)C(c2ccc(O)cc2)C2=C(CC(C)(C)CC2=O)N1 (configuration not stated) | 2.7 | 1 | -1 | -1 | -5 | -409 | -10 | 0.97
CC(=O)c1cccc(NC(=O)CSc2ccc(-c3cccnc3)nn2)c1 | -0.3 | 8 | 3 | 0 | -1 | -1 | x | x
CCOc1ccc(C(=O)O[C@H]2[C@H](Cc3ccccc3)NS(=O)(=O)[C@H]3C[C@@H]4C=C[C@]23O4)cc1 | 0.0 | -7 | -3 | -3 | 1 | 4 | 0 | 1
Cn1c(N)c(C(=O)COC(=O)C2(c3ccc(F)cc3)CCCC2)c(=O)n(C)c1=O | -0.7 | 17 | -14 | -11 | -2 | 12 | -16 | 0.94
CSc1ccc(C(=O)N2CCC(n3nccc3NC(=O)C3CC3)CC2)cc1 | -0.9 | 3 | 2 | 1 | 0 | -4 | -2 | 1.1
Clc1ccc(Cl)c(OCCCCNCc2ccccc2)c1 | 8.3 | -3 | 5 | -3 | -1 | 19 | -9 | 0.68
CCOc1cccc(-c2c(C(=O)N/N=C/c3ccc(C)o3)nnn2-c2nonc2N)c1 | -3.4 | 34 | -2 | -2 | -1 | -105 | -9 | 0.87
O=C(CSc1nnc(-c2c[nH]c3ccccc23)n1CC1CCCO1)Nc1ccc2c(c1)OCCO2 (configuration not stated) | -3.6 | 9 | -1 | 0 | 0 | 21 | -20 | 1
O=C(NCc1ccc(F)cc1)C1CCN(C(=O)Nc2ccc(F)cc2)CC1 | -0.6 | -25 | 5 | -1 | 1 | 12 | -9 | 0.97
CC(=O)Nc1ccc(N2CCOCC2)c(C(=O)Nc2cccc(C)c2)c1 | -2.6 | -6 | -5 | 0 | 3 | -13 | 0 | 0.89
CCc1ccccc1NC(=O)C1CCN(C(=O)c2cccs2)CC1 | -0.5 | 2 | -2 | 1 | 0 | 9 | -12 | 0.97
COc1cc(C(=O)NCCOc2ccccc2C)c(Br)c(OC)c1OC | 1.7 | 2 | -5 | 1 | 0 | 10 | -2 | 0.96
CC(C)CC(=O)NS(=O)(=O)c1ccc(NC(=O)c2ccco2)cc1 | 1.1 | -6 | -4 | -6 | 3 | 7 | -13 | 1.1
Cc1cc(C)cc(N(CC(=O)Nc2ccc(C(F)(F)F)cc2)S(=O)(=O)c2c(C)[nH]c(=O)[nH]c2=O)c1 | 1.5 | -22 | 3 | 5 | 1 | -8 | 12 | 0.98
CSc1nccc(Oc2ccccc2Cl)n1 | 0.8 | 10 | -3 | -1 | 2 | 15 | -15 | 1.1
COc1ccc(OC)c(S(=O)(=O)N2CCC(C(=O)NC(C)c3ccccc3)CC2)c1 (configuration not stated) | 0.0 | -19 | -3 | 1 | 0 | -1 | -2 | 0.95
O=C(NC1CCCC1)C(=O)N(c1ccccc1F)C(C(=O)NCC1CCCO1)c1cccs1 (configuration not stated) | -0.3 | -10 | -1 | -1 | 1 | 15 | -3 | 0.92
COc1cccc(NC(=O)NNC(=O)C(C)Oc2ccc3ccccc3c2)c1 (configuration not stated) | 1.3 | -9 | -15 | -15 | 1 | 4 | -16 | 1.6
COc1cccc2c1C(=O)c1c(O)c3c(c(O)c1C2=O)CC(O)(C(C)=O)CC3OC1CC(N(C)C)C(O)C(C)O1 (configuration not stated) | 4.6 | 0 | -30 | 0 | 101 | 49* | x | x
COc1ccc(CCNC(=O)C(NC(=O)OCc2ccccc2)C(C)C)cc1OC (configuration not stated) | 2.0 | -10 | 4 | 0 | 3 | -3 | -4 | 0.96
Cc1cc(C)n2nc(C(=O)Nc3ccn(Cc4ccccc4C)n3)cc2n1 | 1.1 | 4 | 1 | -11 | -8 | -120 | 1 | 0.89
CCc1nc2ccc(C(=O)N3CCN(c4ccccc4)CC3)cc2nc1CC | -2.6 | 9 | -2 | 0 | -1 | 14 | -4 | 0.97
Cc1cc2nc(/N=C(\N)NC(=O)C(C)C)nc(C)c2cc1C | 21 | 38 | -10 | 5 | 2 | -76 | 4 | 1.1
CC1=C(C(=O)OC(C)C)C(c2ccc(N(C)C)cc2)C2=C(CC(C)(C)CC2=O)N1 (configuration not stated) | 2.8 | 21 | -10 | -2 | -15 | -296 | 1 | 0.95
Cc1ccc(C)c(NC(=O)c2ccccn2)c1 | 1.0 | -13 | 8 | 0 | 1 | 14 | 16 | 0.94
Cc1[nH]n(-c2cccc(Cl)c2)c(=O)c1C=NCc1ccco1 | -0.7 | -3 | -3 | 0 | 2 | 13 | 52* | 1.2
Cc1cc2c([nH]c3ccccc32)c(C)n1 | -0.3 | 3 | 1 | 0 | -3 | -415 | -9 | 0.9
COc1ccc(CNC(=O)COC(=O)c2ccc(OCC3CCCO3)cc2)cc1 (configuration not stated) | -1.8 | -1 | 0 | 2 | 0 | 6 | -6 | 0.97
Nc1ncccc1C(=O)OCC(=O)NC1CCCCCC1 | -2.2 | 16 | -5 | 1 | -42 | -500 | 14 | 1.1
Cn1c(NC(=O)c2ccccc2)cc(=O)n(C)c1=O | -1.1 | -15 | -2 | 1 | 0 | -10 | -18 | 0.94
NC(=O)COC(=O)c1cc(-c2ccco2)nc2ccccc12 | 0.6 | 41 | 22 | -1 | -15 | -436 | 7 | 1.1
COc1ccc(C(=O)C[n+]2ccc(N(C)C)cc2)cc1 | 2.6 | 4 | -1 | -3 | 0 | 1 | -11 | 0.86
O=C(CSc1ncn[nH]1)NCCOc1ccccc1 | -3.5 | -18 | -8 | 4 | 2 | 16 | -19 | 1
N#CCC(=O)Nc1ccc(C(=O)OCC(=O)Nc2ccc3ccccc3c2)cc1 | 0.7 | 19 | -13 | 30* | -16 | -44 | -10 | 0.9
C/C(=N\Nc1cccc2cccnc12)c1ccc(C)cc1 | -1.6 | 5 | -9 | -24 | -14 | 6 | 21 | 0.9
CC(C)c1ccc(S(=O)(=O)N2CCN(C(=O)CN3C(=O)NC4(CCCCC4)C3=O)CC2)cc1 | -1.7 | -14 | -9 | -2 | 1 | 1 | -24 | 0.97

Exported with two lines to a compound: entries from further up
Below each SMILES: MPTP block | PfG6PD inh | ATG4B inhibitor | GRIN3A LBD mod | SENP1 inh | SENP8 inh | SENP6 block | hIAP act
- Cc1ccc(N=C2c3ccccc3C(=O)C2[N+](=O)[O-])cc1C (configuration not stated)
 : -0.4 | -9 | 4 | -16 | 0 | 15 | -13 | 1.1
- CCN(C(=O)COC(=O)c1ccc2[nH]c(C)c(C)c2c1)c1c(N)n(Cc2ccccc2)c(=O)[nH]c1=O
 : -0.7 | -13 | -10 | 0 | -8 | -110 | x | x
- Cc1cc2c(cc1C)C(c1cccc([N+](=O)[O-])c1)CC(=O)N2 (configuration not stated)
 : -1.7 | -6 | 6 | -3 | 0 | 1 | -9 | 1
- O=C1C(=O)N(CCS(=O)(=O)c2ccccc2)c2ccccc21
 : -2.4 | 12 | -1 | 2 | 0 | 8 | 2 | 0.85
- CCOC(=O)c1ccc(N2C(=O)CC(SCC(=O)Nc3ccc(S(N)(=O)=O)cc3)C2=O)cc1 (configuration not stated)
 : 3.2 | 12 | -3 | 1 | 1 | -5 | -6 | 1.2
- Cc1cccc2cc(/C=N/NC(=O)c3ccccc3O)c(Cl)nc12
 : 91* | -26 | 6 | 29* | 1 | 6 | -34 | 0.9

(further entries)
SMILES | MPTP block | PfG6PD inh | ATG4B inhibitor | GRIN3A LBD mod | SENP1 inh | SENP8 inh | SENP6 block | hIAP act
Cc1cc(Oc2ccccc2)nc(SCC(=O)Nc2ccc(Cl)c(Cl)c2)n1 | 73* | 17 | -3 | 3 | 2 | 18 | -1 | 0.94
COc1ccccc1OCC(=O)/C=C1/N(C)c2ccccc2C1(C)C | 12 | 16 | -8 | 0 | 2 | -309 | 7 | 1
c1ccc(Nc2ncnc3[nH]ncc23)cc1 | 1.1 | 14 | -9 | -1 | 1 | 7 | -6 | 1.3
CC1CCCC(NC(=O)c2cccc(S(=O)(=O)N3CCN(c4ccccc4)CC3)c2)C1C (configuration not stated) | 4.2 | -9 | 3 | 0 | -2 | 7 | -6 | 0.96
CCS(=O)(=O)Nc1ccc(C2=NN(C(=O)c3ccco3)C(c3ccc(C)cc3)C2)cc1 (configuration not stated) | -0.1 | 8 | -13 | -7 | -3 | -61 | -14 | 1.1
COc1ccccc1CN(C)CC(=O)NC1CCCc2ccccc21 (configuration not stated) | 2.5 | 1 | -6 | -5 | 0 | 11 | -13 | 0.92
COc1ccc(C(=O)NC(=S)Nc2cc3oc4ccccc4c3cc2OC)cc1 | -1.8 | -26 | 13 | -1 | -10 | -41 | 5 | 0.85
[O-][n+]1ccc(C(O)c2ccccc2)cc1 (configuration not stated) | 1.8 | 8 | -3 | 4 | 1 | 9 | 10 | 1.1
CC(C)c1ccc(NC(=O)CN2C(=O)NC(Cc3c[nH]c4ccccc34)C2=O)cc1 (configuration not stated) | 0.7 | 15 | -18 | 13* | -6 | -16 | -12 | 0.93
C=CCN(c1cccc(C(F)(F)F)c1)S(=O)(=O)c1cccc(C(=O)OCC(=O)Nc2ccccc2)c1 | -12 | 18 | 2 | 6 | 3 | 9 | -6 | 0.95
CC1CCCC(NC(=O)c2ccc3c(c2)OCO3)C1C (configuration not stated) | 1.1 | 21 | -1 | 2 | 1 | 4 | -13 | 1
O=C(COC(=O)c1ccc(F)cc1F)NCCC1=CCCCC1 | -0.4 | -9 | -5 | 0 | -1 | -4 | -7 | 0.95
CCOc1ccccc1-c1cc(-c2ccc(OC)cc2)nc2c1c(=O)n(C)c(=O)n2C | 83* | -2 | 7 | 0 | 3 | -109 | 10 | 0.87
COc1ccccc1C(=O)Cc1ccccc1 | -1.3 | 7 | 2 | -2 | 2 | 0 | x | x
